Screens (PubChem BioAssay)
RTF Ca sens inh: cardiac RTF calcium desensitization; P19429+P45379; IANBD-labeled cardiac RTF, Ca2+ fluorescence; inhibition, % at 7.15 µM; 0.12% of 340,000 active;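 active = inhibition above the mean inhibition of all tested compounds plus 3 SD, cut at about 17% in these data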;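 also: assay run at fixed EC70 calcium of 1.6 mM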
V-ATPase pH: alters yeast V-ATPase proton transport | S. cerevisiae, pHLuorin cytosolic pH fluorescence | response, % at 10 µM | 0.37% of 350,000 active | AID 504577; in the data active = response mostly above about 7.3%, no sharp cut-off; inactive = mostly below about 5.4%; also: actives read high; inactives centre near 0; some compounds called inactive have numbers as strong as hits; reference of the scale not given here
C-LANA FP: KSHV C-LANA DNA binding inhibition | inhibition, % at 9 µM | 0.078% of 340,000 active | MBP-C-LANA/FAM-LBS DNA binding, fluorescence polarization | AID 504423;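 active = highest replicate inhibition at or above 60% at 9 µM, even if other replicates fall short; inactive = all replicates below 60% inhibition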;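 also: 0% = neutral control wells and 100% = 4 µM acridine orange control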
Pemphigus Ab inh: blocks pemphigus antibody binding to human desmoglein-3. P32926. DSG3-coupled beads, scFv-anti-DSG3-GFP binding, flow cytometry; hits give low values. binding (percent of control), % at 10 µM. AID 588358. 0.48% of 310,000 active;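 active = binding more than 3 SD below its plate's average and above zero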;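 also: hits lower antibody fragment binding to DSG3; some compounds called inactive have numbers as strong as hits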
Arr AP2 block: blocks beta-arrestin peptide binding to AP2 adaptin; FITC-arrestin peptide / GST-AP2 beads, flow cytometry; AP2 beta2 appendage carries R879A mutation; inhibition, % at 10 µM; 0.31% of 340,000 active; AID 504490;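 active = inhibition above a set limit, near 3 SD of compounds lacking own fluorescence, cut at about 54% in these data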;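 also: plate controls were DMSO wells for no effect and 5 µM unlabelled arrestin peptide for full effect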
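System: GST-AP2 R879A glutathione beads. Medium: PBS with 0.05% Tween 20 and 0.1% BSA. Also added: FITC-arrestin peptide, 50 nM. Incubation: 12 min plus 1 h, RT. Measured by: high-throughput flow cytometry of beads, ex 488, em 535 nm. Evaluation: percent drop in bead-associated FITC signal.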
RTF Ca sens act: cardiac RTF calcium sensitization. P19429+P45379. IANBD-labeled TnC RTF fluorescence at EC20 calcium; 0% EC20 calcium, 100% full calcium. activation, % at 7.2 µM. 0.24% of 340,000 active. AID 493008;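 active = activation above the mean over all tested compounds plus 3 SD, cut at about 30% in these data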;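 also: rise in fluorescence read as greater calcium sensitivity of cardiac thin filaments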
Wnt bcat act: activators of Wnt/beta-catenin signaling; 1.2% of 300,000 active; Wnt/beta-catenin reporter cell assay, activator, plate reader; activation, % at 9.35 µM; in the data active = activation above about 30%, passing the limit was not always enough;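 also: 0% = neutral control wells and 100% = positive control wells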
Keap1 Nrf2 FP: inhibitors of human Keap1-Nrf2 protein-protein interaction; Keap1 Kelch-Nrf2 peptide fluorescence polarization, 1536-well; inhibition, % at 9.4 µM; 0.15% of 340,000 active; in the data active = inhibition above about 12%;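 also: human Keap1 Kelch domain with fluorescein labeled Nrf2 9mer peptide probe; 0% = neutral control wells and 100% = peptide positive control; higher means more block of Keap1 binding to Nrf2 peptide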
Target sequence (Q14145 whole entry, looked up, the tested form may be a part): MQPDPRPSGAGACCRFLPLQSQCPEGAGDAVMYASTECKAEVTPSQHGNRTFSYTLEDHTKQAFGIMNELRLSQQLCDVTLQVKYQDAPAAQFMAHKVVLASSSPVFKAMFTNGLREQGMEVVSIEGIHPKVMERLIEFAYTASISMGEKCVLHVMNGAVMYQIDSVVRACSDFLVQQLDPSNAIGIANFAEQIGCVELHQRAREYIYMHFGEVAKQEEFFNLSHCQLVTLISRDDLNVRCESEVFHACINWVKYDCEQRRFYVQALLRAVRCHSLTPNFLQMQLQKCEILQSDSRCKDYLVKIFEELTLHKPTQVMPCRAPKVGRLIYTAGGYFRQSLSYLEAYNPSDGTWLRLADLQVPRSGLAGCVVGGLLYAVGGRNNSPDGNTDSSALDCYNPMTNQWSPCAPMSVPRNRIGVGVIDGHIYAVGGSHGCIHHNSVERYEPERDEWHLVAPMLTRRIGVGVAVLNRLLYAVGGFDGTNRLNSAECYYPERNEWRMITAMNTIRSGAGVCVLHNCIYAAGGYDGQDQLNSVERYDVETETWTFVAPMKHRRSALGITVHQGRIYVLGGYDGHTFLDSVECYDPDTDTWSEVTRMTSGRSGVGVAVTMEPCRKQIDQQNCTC
MOR-DOR ag: agonists of human mu-delta opioid receptor heterodimerization | P35372+P41143 | cells, OPRM1-OPRD1 heterodimerization, luminescence | activation, % at 9.3 µM | 0.3% of 340,000 active; in the data active = activation above about 18%;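 also: 0% = vehicle-treated cells and 100% = reference agonist; values of inactives mirror those of a sister screen read the other way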
OPRM1-OPRD1 inv: mu-delta opioid heterodimer inverse agonism; inhibition, % at 9.3 µM; AID 504357; cell-based MOR-DOR heterodimer luminescence; 0.21% of 340,000 active; P35372+P41143; in the data active = inhibition above about 22%, passing the limit was not always enough;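 also: 0% = cells with DMSO and 100% = wells without cells with DMSO; values of inactives mirror those of a sister screen read the other way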
* = called active by the depositor; . = no result given; & = joins results of further samples.

SMILES	RTF Ca sens inh	V-ATPase pH	C-LANA FP	Pemphigus Ab inh	Arr AP2 block	RTF Ca sens act	Wnt bcat act	Keap1 Nrf2 FP	MOR-DOR ag	OPRM1-OPRD1 inv
Clc1ccc2nc(-c3ccncc3)cc(-c3ccccc3)c2c1	13	1	-1.8	92	42	0	.	1	-0.8	4
Cc1cc(C(F)(F)F)cc(NNC(=O)NC(=O)c2ccc(Cl)cc2)n1	4	2	-1.1	94	-5	3	1	0	0.8	-4
CC(=O)c1ccc(S(=O)(=O)Nc2ccccc2C(=O)NC2CC2)cc1	-1	.	-0.1	.	-12	0	-1	-8	-4.5	17
CN(C(=O)c1cccc(Br)c1)C1CCS(=O)(=O)C1 (centres undefined)	-14	2	2.7	102	-8	-1	0	-2	-1.3	8
CCn1cc(C(=O)N2CCCc3ccccc32)c2cc(OC)c(OC)cc2c1=O	-1	1	-1.2	.	30	-3	-6	-4	-0.4	2
CCN(CC)CC(=O)Nc1ccc2c(c1)N(C(=O)CN(CC)CC)c1ccccc1CC2	-40	-6	-0.3	105	-1	7	-2	-5	1.4	-8
Cc1ccc(C)n1-c1nn(S(=O)(=O)c2cccc(C(F)(F)F)c2)c2cccc(F)c12	.	0	-1.4	97	3	.	0	1	.	.
COc1ccc(N2CCN(C(=O)c3ccc4c(c3)OCO4)CC2)cc1	-10	-1	1.7	106	27	6	.	0	-1.2	6
COc1ccc(C(=O)c2sc3nc(C)cc(-c4cccs4)c3c2N)cc1OC	-57	3	26	125	3	44*	-1	5	2.1	-11
Cc1cccc(OCC(O)CN2CCN(S(=O)(=O)c3ccc(C)cc3C)CC2)c1 (centres undefined)	-23	-1	0.4	.	-1	6	1	-1	5.3	-40
COc1cc2nc(C(C)(C)C)oc(=O)c2cc1OC	-6	4	-0.8	110	-12	0	-2	3	-2.5	13
CCOCCCNC(=O)C1(O)c2ccccc2NC(=O)N1c1ccc(Cl)c(Cl)c1 (centres undefined)	-4	0	0.3	93	24	-8	2	-4	-1.1	6
COc1c(C(=O)Nc2ccc(Cc3ccncc3)cc2)ccc2ccccc12	8	-1	1.7	87	7	-6	8	-6	2.9	-15
Cc1cc(NC(=O)CCC(=O)N(Cc2ccco2)C(C(=O)NC2CCCC2)c2ccc(F)cc2)no1 (centres undefined)	-7	-2	1.0	104	-11	5	2	6	-3.2	17
CCOC(=O)c1c(C)nn(Cc2cccc(Cl)c2)c1N	-2	-2	1.0	104	-3	5	.	-2	1.0	-6
COc1ccccc1C(=O)COC(=O)CN1C(=O)NC2(CCCC2)C1=O	-6	-3	-0.4	107	-7	0	-1	0	-1.1	7
CCc1cc(=O)oc2cc(OCC(=O)N3CC[C@@]4(O)CCCC[C@H]4C3)ccc12	0	-1	1.9	.	10	4	-1	-3	-2.5	13
Cc1ccccc1NC(=O)c1ocnc1C	-10	1	1.0	96	0	2	-10	1	-0.2	1
CCOCN(C(=O)Cn1c(C(C)O)nc2ccccc21)c1c(C)cccc1CC (centres undefined)	-1	-1	-1.3	107	-7	3	.	-2	.	.
O=C(Nc1cccc2ncccc12)c1cccc(Br)c1	2	3	-1.3	111	13	-9	3	6	-1.0	5

Reprinted at random: 2 entries already listed.
SMILES	RTF Ca sens inh	V-ATPase pH	C-LANA FP	Pemphigus Ab inh	Arr AP2 block	RTF Ca sens act	Wnt bcat act	Keap1 Nrf2 FP	MOR-DOR ag	OPRM1-OPRD1 inv
COc1ccccc1C(=O)COC(=O)CN1C(=O)NC2(CCCC2)C1=O	-6	-3	-0.4	107	-7	0	-1	0	-1.1	7
Cc1ccc(C)n1-c1nn(S(=O)(=O)c2cccc(C(F)(F)F)c2)c2cccc(F)c12	.	0	-1.4	97	3	.	0	1	.	.

(listing goes on)
SMILES	RTF Ca sens inh	V-ATPase pH	C-LANA FP	Pemphigus Ab inh	Arr AP2 block	RTF Ca sens act	Wnt bcat act	Keap1 Nrf2 FP	MOR-DOR ag	OPRM1-OPRD1 inv
Cc1c(C(=O)N2CCC[C@H]2C(N)=O)oc2c(F)cccc12	-2	-2	-1.1	112	-3	4	0	-1	-1.7	9
Cc1onc(NC(=O)c2ccc(Cl)cc2Cl)c1Br	0	-1	0.6	96	-20	-2	-1	4	-1.7	9
Cc1cccc(NC(=S)N/N=C(\c2ccccc2)C(C)C)c1	3	0	-0.1	106	42	-5	-2	0	0.9	-5
CC1(C)CC(=O)c2cc(OCC(=O)NCc3cccnc3)ccc2O1	-7	-1	0.8	95	-9	3	0	-2	-1.9	10
C=CCn1c(O)c(CN2CCOCC2)c(C)c(C#N)c1=O	-15	-2	16	102	9	14	.	14*	3.5	-20
O=C(NN1C(=O)NC2(CCCCC2)C1=O)c1cc2cc(Cl)ccc2o1	-3	3	0.4	88	2	3	0	-5	-1.6	7
O=C(COC(=O)Cc1ccc(S(=O)(=O)N2CCOCC2)s1)Nc1ccc(OC(F)F)cc1	-6	1	-0.7	.	-2	5	1	-8	-2.1	8
COCCOC(=O)C1=C(C)NC(=O)CC1c1cc2c(cc1Br)OCO2 (centres undefined)	-6	0	-0.2	107	-2	1	.	6	-0.9	4
CC(C)Oc1ccc(CCC(=O)N/N=C/c2ccncc2)cc1	.	1	.	100	1	.	2	.	.	.
Cc1ccc(S(=O)(=O)c2ccc(Oc3ccccc3)cc2)cc1	-12	4	5.1	.	6	1	1	-5	4.6	-29
N#Cc1ccc(-c2ccccc2)nc1SCC(=O)c1cc2ccccc2oc1=O	-7	1	0.8	.	-3	3	.	-6	2.5	-13
CC1=C(C#N)C(c2cccnc2)C2=C(CCCC2=O)N1 (centres undefined)	-12	0	-0.3	.	25	-4	0	-1	-3.2	13
CCN(CC)S(=O)(=O)c1cccc(S(=O)(=O)c2cccc(S(=O)(=O)N(CC)CC)c2)c1	-7	-1	-0.6	96	9	0	-5	4	2.2	-12
COc1cc(-c2nnc(SCC(=O)N(Cc3ccccc3)C(C)(C)C)o2)cc(OC)c1OC	-9	5	-2.7	102	7	6	.	4	0.9	-5
COc1ccc(-c2cc(=O)c3c(O)c(OC)c(OC)c(OC)c3o2)cc1	-7	-3	-0.6	92	-3	-2	1	-5	0.1	0
Cc1cccc([C@@H]2[C@@H]3C(=O)N(C)C(=O)[C@@H]3[C@@H]3C(=O)Nc4ccccc4C(=O)N23)c1	-10	0	-0.2	96	7	-1	-3	-2	0.2	-1
COc1cc(/C=N\NC(=O)CNC(=O)c2cccc([N+](=O)[O-])c2)ccc1O	-7	-2	-0.4	99	15	-5	.	2	-1.9	10
CC(=O)c1ccc(Oc2ccc(C(C)=O)cc2)cc1	0	1	-1.0	.	-11	1	15	-10	-0.9	5
COc1cccc(CCNC(=O)CC2C(=O)NCCN2Cc2ccc(C)o2)c1 (centres undefined)	-2	-1	-0.9	118	1	7	4	-6	0.8	-4
CCOC(=O)c1c(NC(=O)CN2CCCCC2)sc(C)c1C	-5	1	0.0	109	-6	-5	-1	-3	8.6	-43
O=C(Nc1cc(S(=O)(=O)N2CCOCC2)ccc1N1CCCCC1)c1ccccc1	-3	1	0.9	95	24	-3	-2	1	-3.4	15
O=C(NCCCn1ccnc1)c1cccc(S(=O)(=O)Nc2ccc(F)cc2)c1	-5	-1	1.1	100	-3	-1	-2	3	-2.5	16
COc1ccc(S(=O)(=O)NCC(c2ccc3c(c2)OCO3)N2CCOCC2)cc1 (centres undefined)	-10	-2	0.1	101	-16	3	-1	0	-3.6	19
C[C@@H]1CC[C@H](O)/C=C/C(=O)O[C@H](C)CC[C@H](O)/C=C/C(=O)O1	-7	-1	3.5	101	16	7	-3	-1	-1.0	5
COc1cccc(C(=O)Nc2c(F)c(F)c(F)c(F)c2F)c1	0	-2	0.3	105	-3	1	.	-4	-2.1	10
S=c1[nH]ccn1CCc1ccccc1	-1	-1	0.3	97	-3	0	0	1	-1.2	6
Cc1ccc(Cl)cc1NC(=O)COC(=O)C12CC3CC(CC(C3)C1)C2	13&2	-1&-2	-0.3&-2.2	101&102	0&7	3&2	-4	0&-5	-0.1&6.9	0&-30
CC(=N)C1=C(O)CC(C)(C)CC1=O	1	-5	0.3	118	23	-5	.	-1	-3.6	15
C/C(=N\NC(=O)CNC(=O)c1cccnc1)c1cccc(O)c1	-1	5	1.8	98	15	-1	0	-2	-0.9	4
CC(=O)n1nc(-c2ccccc2)nc1NCc1ccc(F)cc1	1	-3	-1.3	.	13	1	1	-1	1.8	-11
COc1ccc2c(c1OC)C(=O)OC2CC(=O)c1ccc(O)cc1 (centres undefined)	3	0	1.1	101	-1	-1	.	-3	-3.0	14
CCOC(=O)CN1C(=O)N[C@@H](c2cccc(C(F)(F)F)c2)C(C(C)=O)=C1C	-6	-4	1.2	106	3	7	.	-5	2.3	-12
COc1ccc(NC2=NC(=S)N(c3ccccc3C)C23CCCCC3)cc1	-10	4	0.6	.	1	0	-1	-8	6.0	-31
Cc1cc2c(C)nc(N/N=C/c3ccc([N+](=O)[O-])cc3)nc2o1	0	3	0.5	88	19	3	-2	2	1.5	-9
Cc1cccc(CN2CCC(CNC(=O)Cn3ncc4c([nH]c5ccccc54)c3=O)CC2)c1	-3	0	-2.5	104	-20	-3	-1	2	-2.5	13
COc1ccc(/C(O)=C2\C(=O)C(=O)N(c3cc(C)on3)C2c2cccc(OC)c2OC)cc1C (centres undefined)	-11	0	-0.3	103	1	8	.	0	-1.9	11
COc1cccc(C(=O)N(C)CC(=O)Nc2cccc3ccccc23)c1	-6	-2	0.4	.	1	-2	0	-5	-0.6	2
O=C(/C=C/c1ccc(Br)cc1)NC(=S)NNC(=O)c1ccco1	-1	4	-2.5	87	13	6	3	-6	-1.0	6
CC(C)Sc1nnc([C@@H]2CCCN2C(=O)OC(C)(C)C)o1	-19	0	-1.2	110	-6	-3	.	-3	-3.5	14
COc1ccc(OC)c(NC(=O)COC(=O)c2nc(Cl)ccc2Cl)c1	-10	-1	2.8	96	5	0	-1	0	-1.6	9
CN(C)S(=O)(=O)c1cccc(C(=O)OCC(=O)Nc2ccc3c(c2)OCCO3)c1	0	-5	-1.1	95	17	1	-1	3	0.0	0
CNc1ccc(Br)cc(C(=O)/C=C/c2ccc3c(c2)OCO3)c1=O	0	6	0.3	89	15	-4	.	0	2.6	-15
O=S(=O)(c1ccc(F)cc1)N1CCCNCC1	-11	2	1.1	96	15	-7	1	-4	0.7	-4
O=C1CCCC(O)=C1Sc1cc(Cl)c(Cl)cc1Cl	.	-2	.	94	-4	.	-1	.	.	.
CC1Cc2ccccc2N1C(=O)CN1CCC(C(N)=O)CC1 (centres undefined)	3	-2	-0.2	111	-10	-6	-2	-1	-2.1	10
COc1ccc(C(=O)COC(=O)c2cc(=O)c3ccccc3o2)cc1	3	-2	-2.1	93	6	-5	-3	-2	-0.5	2
Cc1ccc(S(=O)(=O)Nc2ccc(C(=O)N3CCCC3)cc2)cc1	-5	0	-0.3	.	-1	-2	0	-6	-1.3	7
CC(C)Cn1c(=O)c2sccc2n2c(CCCC(=O)N3CCC(N4CCCCC4)CC3)nnc12	-3	-2	-0.2	98	2	3	1	-1	-3.4	17
COc1ccc(-c2[nH]ncc2N=Nc2ccccc2)cc1	7	1	-0.7	102	12	-8	-2	0	1.4	-7
Nc1nc2nc(-c3ccccc3)cc(=O)n2[nH]1	-1	-1	-2.0	107	2	-4	0	3	-0.1	1
